UCHL1 inh = human UCHL1 deubiquitinase inhibition; P09936; purified UCHL1, Ub-rhodamine cleavage fluorescence; inhibition, % at 20 µM; actives 0.2% (n = 47,000)
USP7 inh = human USP7 deubiquitinase inhibition; AID 1645854; inhibition, % at 20 µM; actives 0.3% (n = 47,000); purified USP7, Ub-rhodamine cleavage fluorescence; Q93009
OTUD3 block = human OTUD3 deubiquitinase inhibition; Q5T2D3; AID 1645858; inhibition, % at 25 µM; actives 0.7% (n = 47,000); purified OTUD3, Ub-rhodamine fluorescence, 2 h
Target sequence (Q5T2D3 whole entry, looked up): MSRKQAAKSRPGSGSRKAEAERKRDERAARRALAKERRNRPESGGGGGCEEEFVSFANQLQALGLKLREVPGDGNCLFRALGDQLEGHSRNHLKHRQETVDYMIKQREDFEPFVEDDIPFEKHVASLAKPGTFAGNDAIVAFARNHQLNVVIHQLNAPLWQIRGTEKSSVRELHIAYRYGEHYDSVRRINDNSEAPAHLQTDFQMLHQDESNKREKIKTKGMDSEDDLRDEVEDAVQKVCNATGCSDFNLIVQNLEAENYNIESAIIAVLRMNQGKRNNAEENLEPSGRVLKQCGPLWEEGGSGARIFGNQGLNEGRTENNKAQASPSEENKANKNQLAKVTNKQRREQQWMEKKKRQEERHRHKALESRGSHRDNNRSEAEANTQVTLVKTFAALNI
USP30 inh = human USP30 deubiquitinase inhibition; Q70CQ3; purified USP30, Ub-rhodamine cleavage fluorescence; inhibition, % at 25 µM; actives 5.3% (n = 47,000); AID 1645860
Target sequence (Q70CQ3 whole entry, looked up): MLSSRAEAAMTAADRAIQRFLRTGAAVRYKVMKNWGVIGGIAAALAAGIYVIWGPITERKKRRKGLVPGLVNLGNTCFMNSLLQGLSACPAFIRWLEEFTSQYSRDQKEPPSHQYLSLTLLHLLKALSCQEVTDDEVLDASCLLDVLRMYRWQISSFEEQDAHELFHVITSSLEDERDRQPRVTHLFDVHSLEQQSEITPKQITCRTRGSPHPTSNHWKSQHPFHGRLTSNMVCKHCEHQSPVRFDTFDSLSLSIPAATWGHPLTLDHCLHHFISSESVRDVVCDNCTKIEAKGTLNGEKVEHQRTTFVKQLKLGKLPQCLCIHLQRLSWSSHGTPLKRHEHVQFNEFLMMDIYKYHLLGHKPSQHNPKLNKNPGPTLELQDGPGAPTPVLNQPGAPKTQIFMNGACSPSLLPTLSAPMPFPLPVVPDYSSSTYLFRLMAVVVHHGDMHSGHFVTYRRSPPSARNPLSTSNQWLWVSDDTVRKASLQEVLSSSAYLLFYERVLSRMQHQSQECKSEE
USP28 block = inhibitors of human USP28 deubiquitinase. Q96RU2. inhibition, % at 25 µM. actives 3% (n = 47,000). purified USP28, Ub-rhodamine cleavage fluorescence, 30 min
USP10 block = inhibitors of human USP10 deubiquitinase. purified USP10, Ub-rhodamine fluorescence, 60 min. actives 1.1% (n = 47,000). AID 1645856. Q14694. inhibition, % at 20 µM
USP17 block = blocks human USP17 ubiquitin-rhodamine cleavage; inhibition, % at 50 µM; purified USP17, Ub-rhodamine cleavage fluorescence, 3 h; actives 6.5% (n = 47,000)
USP8 inh = blocks human USP8 ubiquitin-rhodamine cleavage. purified USP8, Ub-rhodamine cleavage fluorescence, 30 min. inhibition, % at 20 µM. actives 4.2% (n = 47,000). AID 1645853
* = called active by the depositor; i = inactive; nt = no result given. No stated cut-off is given here; in the data, active means inhibition above about 30%; inactive means the rest.

item	Structure	USP17 block	USP28 block	USP30 inh	USP8 inh
1	CNC(=O)c1sc2nccnc2c1C1CCN(c2ccnc(C)n2)CC1	-8	nt	nt	-4
2	c1cnc(N2CCN(c3nc(-c4cccnc4)nc4ccccc34)CC2)nc1	-9	-4	-20	2
3	Cc1ccc(-n2nc(C)c3c(C)c(CCC(=O)NCc4ccc5c(c4)OCO5)c(C)nc32)cc1C	11	3	23	4
4	CCn1c2ccccc2c2cc(NC(=O)CSc3n[nH]c(N)n3)ccc21	9	21	-12	15
5	N#Cc1ccc(NC(=O)CCC(=O)NCCc2ccccc2)cc1	-10	nt	nt	-2
6	COc1ccc(NC(=O)C2CC(=O)Nc3cc(-c4ccccc4)nn32)cc1 (stereo not drawn)	56*	26	27	-2
7	CC(C)C(NC(=O)c1ccc(Cl)cc1)C(=O)OCC(=O)N(C)C(c1ccccc1)c1ccccc1 (stereo not drawn)	0	0	-55	-25
8	CC(/C=C/C=C\C=C\C=C(/C)C(=O)N[C@@H](C)CO)=C\[C@@H](C)[C@@H](O)/C(C)=C/C(C)C	-38	-29	-53	-32
9	COc1ccc(NC(=O)c2c(NC(=O)Cc3ccccc3)sc3c2CCC(C)C3)cc1 (stereo not drawn)	-4	2	-34	-17
10	Cc1cc(C)c2nc(NC(=O)c3cc(=O)c4ccccc4o3)sc2c1	-6	-13	1	-1

item	OTUD3 block	USP10 block	UCHL1 inh	USP7 inh
1	3	-4	-5	-6
2	-3	-6	2	-2
3	17	11	2	1
4	12	2	9	4
5	0	-1	-1	-23
6	11	2	6	3
7	3	5	3	8
8	-22	-3	-9	-25
9	9	-1	-4	0
10	-7	7	-2	1

Additional records.
item	Structure	USP17 block	USP28 block	USP30 inh	USP8 inh
11	Cc1ccc(NC(=O)Cn2cc(S(=O)(=O)N3CCOCC3)ccc2=O)cc1F	9	1	17	5
12	Oc1cc2ccccc2cc1-c1nc2c3cnn(-c4ccc(F)cc4)c3ncn2n1	2	-4	-1	23
13	CCCNC(=O)C1CCN(c2nccc(-n3nc(C)cc3C)n2)CC1	-4	-4	0	3
14	COc1ccc(Nc2c3c(nc4ccccc24)CCC3)cc1	10	11	12	28
15	CC(C)C[C@@H]1NC(=O)[C@H](Cc2ccccc2)N(C)C(=O)[C@H](C)NC(=O)c2ccccc2NC(=O)[C@H](Cc2ccc(O)cc2)N(C)C1=O	41*	15	19	9
16	CCN(CC)S(=O)(=O)c1ccc2oc(N(C(=O)c3ccc(F)cc3)c3ccc(OC)cc3)nc2c1	11	10	-2	13
17	COc1cccc(CC(=O)N2C[C@@H]3C[C@H](NC(=O)c4ccccc4)[C@H]2C3)c1	-187	-137	-301	-58
18	Cc1noc(C)c1COc1cccc(C(=O)Nc2cccc(Cl)c2)c1	1	18	15	3
19	COCCn1c(CN(Cc2ccccc2)Cc2ccccc2)nc2c1c(=O)n(C)c(=O)n2C	0	-3	4	0
20	Cc1cc(NC(=O)COc2cccc(C(F)(F)F)c2)no1	48*	8	13	24

item	OTUD3 block	USP10 block	UCHL1 inh	USP7 inh
11	8	0	1	4
12	0	-4	-4	1
13	-1	2	0	2
14	5	-2	2	0
15	9	5	8	7
16	5	9	9	10
17	-128	-7	-30	-29
18	-3	4	6	2
19	-3	-3	4	1
20	12	2	1	4

(listing goes on)
item	Structure	USP17 block	USP28 block	USP30 inh	USP8 inh
21	O=C(NCc1cccnc1)c1csc(Cc2ccccc2Cl)n1	7	27	14	0
22	COc1ccc(CN2CCC(N3CCc4ccccc4C3)CC2)cc1	5	7	17	20
23	O=S(=O)(c1cccnc1)N1CCC2(C1)Nc1cccnc1NC2=NCc1ccccc1 (stereo not drawn)	-46	-126	-469	-107
24	Cc1cc(NC(=O)[C@@H]2CCCN2S(=O)(=O)c2ccc3c(c2)CC(=O)N3C)no1	5	-8	-19	23
25	CCc1cnc(N2CCC3(CCCN(c4ncc(F)cn4)C3)C2)nc1 (stereo not drawn)	-13	-2	-14	-53
26	CCOc1ccc(S(=O)(=O)N2CC(c3nc(C)no3)C2)cc1	11	0	10	-1
27	COc1cccc(CNC(=O)c2nc3c(s2)CCN(C(=O)c2cc(C)on2)CC3)c1	5	8	16	11
28	Cc1ccc(S(=O)(=O)N2CCC(C(N)=O)(N3CCCCC3)CC2)cc1	2	-4	4	0
29	O=C(/C=C\c1ccc(Cl)cc1)NCC1(c2ccccc2)CCCC1	-12	-12	0	-10
30	Cc1nccn1-c1cncc(C2CCCN2S(=O)(=O)c2ccc(F)cc2)n1 (stereo not drawn)	18	19	23	23

item	OTUD3 block	USP10 block	UCHL1 inh	USP7 inh
21	2	0	-1	-5
22	17	0	1	3
23	-111	-7	-5	-28
24	-8	-3	-8	-3
25	5	-2	6	1
26	4	0	1	4
27	8	0	1	0
28	-3	2	0	1
29	-10	7	-2	7
30	14	0	1	2

Next entries follow:
item	Structure	USP17 block	USP28 block	USP30 inh	USP8 inh
31	CN(C)c1ncccc1-c1nc2cc(Cl)c(Cl)cc2s1	9	4	1	1
32	Cc1ccc(NC(=O)C(C)Sc2ncnc3c2sc2nc4c(cc23)COC(C)(C)C4)cc1 (stereo not drawn)	-6	-5	-31	-19
33	C/C=C(\C)C(OC)C(C)/C=C(C)/C=C/C/C(C)=C/Cc1[nH]c(OC)c(OC)c(=O)c1C (stereo not drawn)	-31	-16	-41	-25
34	Cc1sc(NC(=O)CN2CCCCC2)nc1-c1ccc2c(c1)CCN2C(=O)C1CCCCC1	15	0	-21	-1
35	COc1ccc(C(=O)CN2C(=O)CCSc3ccc(Cl)cc32)cc1	11	1	3	10
36	N#Cc1ccccc1COC(=O)c1cccc(Oc2ccccc2)c1	23	nt	nt	6
37	O=C(CN1C(=O)CC(c2ccccc2)S(=O)(=O)c2ccccc21)Nc1ccccc1F (stereo not drawn)	23	-1	-33	-15
38	CNc1nccnc1C1CN(C(=O)c2ccc3ccccc3n2)CCO1 (stereo not drawn)	-8	-2	-6	-5
39	Cn1nnnc1SCC(=O)NCc1cccc(C(=O)O)c1	-1	-15	-3	0
40	CCOc1ccc2nc(NC(=O)C3CCN(S(=O)(=O)c4ccc5c(c4)CC(C)N5C(C)=O)CC3)sc2c1 (stereo not drawn)	13	-11	50*	-5

item	OTUD3 block	USP10 block	UCHL1 inh	USP7 inh
31	2	2	4	-96
32	0	-4	-1	-8
33	-6	-14	-2	0
34	-3	-8	1	-9
35	0	6	7	4
36	1	7	5	6
37	-4	0	-2	-7
38	-1	0	-2	-1
39	-8	0	-5	2
40	-11	0	1	2

2 entries from above, with values under each structure:
Results follow in this order: USP17 block | USP28 block | USP30 inh | USP8 inh | OTUD3 block | USP10 block | UCHL1 inh | USP7 inh
#34 Cc1sc(NC(=O)CN2CCCCC2)nc1-c1ccc2c(c1)CCN2C(=O)C1CCCCC1
  15 | 0 | -21 | -1 | -3 | -8 | 1 | -9
#35 COc1ccc(C(=O)CN2C(=O)CCSc3ccc(Cl)cc32)cc1
  11 | 1 | 3 | 10 | 0 | 6 | 7 | 4

(further entries)
item	Structure	USP17 block	USP28 block	USP30 inh	USP8 inh
41	CN1CCN(C(=O)CN2C(=O)C3CCCN3C(=O)c3cc(F)ccc32)CC1 (stereo not drawn)	5	0	15	15
42	O=C(N[C@@H](Cc1ccccc1)C(=O)N1CCN(Cc2ccccc2)CC1)c1cccnc1	0	-3	-1	-3
43	CCC(=O)N(C1CCOCC1)C1CCN(S(=O)(=O)c2ccccc2Cl)CC1	0	3	11	-3
44	C/C=C(\Cl)C1=CC(=O)[C@]23C[C@H]2C(C)(C)O[C@]3(O)C1=O	-62	-75	i	-335
45	CCN1CCN(CCNC(=O)c2cc3cn(C4CC4)cc3s2)CC1	2	-19	-144	-10
46	COc1ccc(CNC(=O)c2ccc(-c3csc(C)n3)cc2)cc1	8	4	6	0
47	N#Cc1cccc(CN2CC[C@@H]3[C@@H](CO[C@@H]3CNC(=O)C3CC3)C2)c1	-17	-1	-9	-1
48	O=C(C1CCCN(S(=O)(=O)N2CCOCC2)C1)N1CCN(c2ccc(F)cc2)CC1 (stereo not drawn)	0	-5	-13	-9
49	Cc1ccccc1CNC(=O)c1cc(=O)nc2sc(N3CCC(C)CC3)nn12	10	15	28	23
50	COc1ccc(CCNC(=O)CCC2=NS(=O)(=O)c3ccc(C)cc3N2)cc1OC	nt	12	13	14

item	OTUD3 block	USP10 block	UCHL1 inh	USP7 inh
41	6	-1	-1	2
42	-3	-1	1	-1
43	13	1	0	1
44	-125	-8	-124	-135
45	-21	-9	-7	-10
46	-2	12	0	2
47	-7	0	0	-1
48	1	0	0	1
49	14	0	1	-14
50	11	2	0	5

(next part)
item	Structure	USP17 block	USP28 block	USP30 inh	USP8 inh
51	Cc1cc(=O)n(CC(=O)NCc2ccccc2)c(N2CCCC2)n1	-1	1	0	2
52	O=C1CC(c2noc(-c3ccccn3)n2)CN1CCc1ccccc1 (stereo not drawn)	nt	-2	-11	0
53	Cn1nccc1C(=O)N1CCCCC1c1ncc(Cc2ccc(Cl)cc2)o1 (stereo not drawn)	-2	12	4	-1
54	O=C(Cn1cnc(S(=O)(=O)N2CCCCC2)c1)N1CCc2ccccc2C1	-17	-11	-19	-12
55	CN1C(=O)c2ccccc2C(=O)[C@@]2(C)CN(C(=O)Cc3ccccc3F)C[C@@H]12	-11	-8	-12	7
56	CSc1nc(SCC(=O)N(c2ccccc2)c2ccccc2)c2c3c(sc2n1)COC(C)(C)C3	-4	-11	-3	9
57	Cc1ccc2c(c1)NC(CCC(=O)NCc1ccc(F)cc1)=NS2(=O)=O	8	11	11	3
58	CCc1noc(-c2c(C)cc(C)n2CC(=O)NCc2ccc(Cl)cc2)n1	12	10	39*	15
59	OC(CN1CCCN(c2nc(-c3ccccc3)ns2)CC1)C(F)(F)F (stereo not drawn)	-3	0	-1	5
60	COc1cccc2[nH]c(C(=O)N3CCC(n4c(C)nc5cccnc54)CC3)cc12	-4	3	0	-4

item	OTUD3 block	USP10 block	UCHL1 inh	USP7 inh
51	3	-2	1	1
52	-6	1	-1	0
53	35*	0	1	-12
54	-8	0	-3	-1
55	-9	1	-2	-15
56	0	0	-4	14
57	9	2	1	2
58	10	-2	1	-9
59	-1	-2	-2	-6
60	-4	-6	3	4

Excerpt: compounds 44–57
item	Structure	USP17 block	USP28 block	USP30 inh	USP8 inh
44	C/C=C(\Cl)C1=CC(=O)[C@]23C[C@H]2C(C)(C)O[C@]3(O)C1=O	-62	-75	i	-335
45	CCN1CCN(CCNC(=O)c2cc3cn(C4CC4)cc3s2)CC1	2	-19	-144	-10
46	COc1ccc(CNC(=O)c2ccc(-c3csc(C)n3)cc2)cc1	8	4	6	0
47	N#Cc1cccc(CN2CC[C@@H]3[C@@H](CO[C@@H]3CNC(=O)C3CC3)C2)c1	-17	-1	-9	-1
48	O=C(C1CCCN(S(=O)(=O)N2CCOCC2)C1)N1CCN(c2ccc(F)cc2)CC1 (stereo not drawn)	0	-5	-13	-9
49	Cc1ccccc1CNC(=O)c1cc(=O)nc2sc(N3CCC(C)CC3)nn12	10	15	28	23
50	COc1ccc(CCNC(=O)CCC2=NS(=O)(=O)c3ccc(C)cc3N2)cc1OC	nt	12	13	14
51	Cc1cc(=O)n(CC(=O)NCc2ccccc2)c(N2CCCC2)n1	-1	1	0	2
52	O=C1CC(c2noc(-c3ccccn3)n2)CN1CCc1ccccc1 (stereo not drawn)	nt	-2	-11	0
53	Cn1nccc1C(=O)N1CCCCC1c1ncc(Cc2ccc(Cl)cc2)o1 (stereo not drawn)	-2	12	4	-1
54	O=C(Cn1cnc(S(=O)(=O)N2CCCCC2)c1)N1CCc2ccccc2C1	-17	-11	-19	-12
55	CN1C(=O)c2ccccc2C(=O)[C@@]2(C)CN(C(=O)Cc3ccccc3F)C[C@@H]12	-11	-8	-12	7

item	OTUD3 block	USP10 block	UCHL1 inh	USP7 inh
44	-125	-8	-124	-135
45	-21	-9	-7	-10
46	-2	12	0	2
47	-7	0	0	-1
48	1	0	0	1
49	14	0	1	-14
50	11	2	0	5
51	3	-2	1	1
52	-6	1	-1	0
53	35*	0	1	-12
54	-8	0	-3	-1
55	-9	1	-2	-15

item	Structure	USP17 block	USP28 block	USP30 inh	USP8 inh
56	CSc1nc(SCC(=O)N(c2ccccc2)c2ccccc2)c2c3c(sc2n1)COC(C)(C)C3	-4	-11	-3	9
57	Cc1ccc2c(c1)NC(CCC(=O)NCc1ccc(F)cc1)=NS2(=O)=O	8	11	11	3

item	OTUD3 block	USP10 block	UCHL1 inh	USP7 inh
56	0	0	-4	14
57	9	2	1	2

New compounds follow.
item	Structure	USP17 block	USP28 block	USP30 inh	USP8 inh
61	O=C(NCCCS(=O)(=O)N1CCN(c2ncccn2)CC1)c1c(F)cccc1Cl	0	-4	4	-2
62	Cc1cc(=O)n(CC(=O)NCc2ccc3c(c2)OCO3)c(-c2ccc(F)cc2)n1	7	-1	2	-1
63	Cc1nn2c(CNC(=O)c3cc(F)ccc3Cl)c(C)nc2s1	-3	-5	1	6
64	Cc1ccc(NC(=O)c2ccccc2N2C(=O)N3CCc4c([nH]c5ccccc45)[C@@]3(C)C2=O)cc1C	-4	-9	-29	-7
65	Cn1cc(C2CCCN2C(=O)c2ccc(-n3cccn3)nc2)cn1 (stereo not drawn)	-6	-3	-4	-8

item	OTUD3 block	USP10 block	UCHL1 inh	USP7 inh
61	0	0	0	1
62	-6	13	2	8
63	1	1	-2	1
64	-11	-8	2	-6
65	-6	0	-1	-1

Screening results deposited in PubChem by Dana-Farber Cancer Institute and Novartis Institutes for BioMedical Research (Cambridge, Mass).
